TSG101-PTAP inh: blocks PTAP/TSG101 interaction to inhibit HIV-1 budding. Q99816. Fluorescence polarization, FITC-PTAP peptide / Tsg101 binding. Potency, µM (highest dose often 115 µM), for the others: at the highest dose activity change, negative = inhibition, most hits filed as inhibitors. 340,000 tested, under 10 active. AID 493005; active = well fitted inhibition curve with a large enough effect in the main read-out, with a control signal flat, not every such curve was filed as active; inconclusive = small, poorly fitted or top-dose-only effect, or effect the other way, or a change in a side signal; inactive = no such curve, though single readings can be large or run the other way; note: potency is the fitted concentration of half-maximal effect; % of control where 0% means no effect
Target sequence (Q99816 whole entry, looked up): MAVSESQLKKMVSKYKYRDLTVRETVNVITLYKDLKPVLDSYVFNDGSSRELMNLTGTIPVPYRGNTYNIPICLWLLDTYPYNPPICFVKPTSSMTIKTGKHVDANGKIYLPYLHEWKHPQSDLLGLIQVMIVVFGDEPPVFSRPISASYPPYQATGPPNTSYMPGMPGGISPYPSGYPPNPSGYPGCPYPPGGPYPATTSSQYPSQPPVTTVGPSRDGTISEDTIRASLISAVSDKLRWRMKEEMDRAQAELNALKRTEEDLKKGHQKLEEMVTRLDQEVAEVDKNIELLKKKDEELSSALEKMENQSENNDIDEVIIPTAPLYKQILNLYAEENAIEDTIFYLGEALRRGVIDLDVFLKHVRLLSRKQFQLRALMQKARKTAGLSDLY
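Fluorescence polarization binding of Tsg101 binding domain (10 uM final) to FITC-labeled PTAP peptide (50 nM final) in HEPES pH 7.5 buffer with NaCl, Tween 20, EDTA, TCEP. Compounds added before peptide; binding 20 min at RT.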
BRCA1 expr up: increases BRCA1 expression. Potency, µM (doses to about 46.1 µM), without a hit: at the top dose activation, usual class: activators. 1.1% of 380,000 active. MCF7-BRCA1-FFLuc reporter, luminescence, 48 h; response scale: scaled: vehicle 0%, 10 µM genistein 100%; note: potency is the fitted concentration of half-maximal effect; nearly all actives have a fitted effect of over 80% in size; some results filed as inactive show a strong effect at the top dose
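Luminescence from a BRCA1-driven firefly luciferase in MCF7 cells was read after 48 h compound exposure at 37 C. Data normalized against DMSO and a 10microM genistein activation control, then curve-fitted across the titration.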
ELG1 DNA repair: blocks ELG1-dependent DNA repair in HEK293T cells; HEK293T ELG1-luciferase reporter, luminescence, 16 h; DNA damage induced by 5-fluorouridine; Potency, µM (titrated, usually from 46.1 µM), inactives show at the top dose activity change, negative = inhibition, hits mostly inhibitors; 2.3% of 330,000 active; note: potency is the fitted concentration of half-maximal effect; % is set by controls: 0 for no effect and ±100 for the full control effect; nearly all actives have a fitted effect of over 55% in size
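Reporter activity after DNA damage by 5-fluorouridine is monitored. Compound-treated cells incubate 16 hr at 37 °C, then ONE-Glo is added for 30 min before luminescence reading.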
TRPV1 agonist: agonists of human vanilloid receptor 1 (TRPV1). AID 540275. TRPV1-expressing cells, Fluo-8 calcium influx, agonist mode. activation, % at 8.33 µM. Q8NER1. 0.19% of 320,000 active; in the data active = activation above about 80%; inconclusive = between about 30% and that limit; note: 0% is about no effect
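Fluo-8 calcium influx in TRPV1-expressing cells, kinetic read (ex 480/em 520 nm). Compound added and read 3 min for agonist activity, followed by capsaicin at EC20 final and 2 min further read for enhancement.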
AT treatment: candidate therapy for ataxia-telangiectasia; […] A-T fibroblasts, KAP-1 phosphorylation AlphaLISA; neocarzinostatin DNA damage 30 min before lysis; Potency, µM (titrated, usually from 57.5 µM), without a hit: at the top dose activation, most hits filed as activators; 0.19% of 320,000 active; AID 485349; note: potency is the fitted concentration of half-maximal effect; % of control where 0% means no effect; nearly all actives have a fitted effect of over 45% in size
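ATM-like activity read as KAP-1 phosphorylation via AlphaLISA donor/acceptor antibody pairs after lysis and 6 hr at 25C. Cells were ATM-null patient fibroblasts ([…], hTERT), dosed 60 min, then exposed to the DSB inducer NCS for 30 min.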
B2AR arrestin: agonists driving beta-arrestin recruitment to human beta2-adrenergic receptor | P07550 | beta-arrestin recruitment to beta2AR, cell-based reporter | Potency, µM (titrated, usually from 46.1 µM), for inactives: at the top dose activation, usual class: activators | 0.02% of 330,000 active;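 note: potency is the fitted concentration of half-maximal effect; 0% = DMSO controls and full agonism = EC100 isoproterenol or metaproterenol; nearly all actives have a fitted effect of over 65% in size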
Target sequence (P07550 whole entry, looked up): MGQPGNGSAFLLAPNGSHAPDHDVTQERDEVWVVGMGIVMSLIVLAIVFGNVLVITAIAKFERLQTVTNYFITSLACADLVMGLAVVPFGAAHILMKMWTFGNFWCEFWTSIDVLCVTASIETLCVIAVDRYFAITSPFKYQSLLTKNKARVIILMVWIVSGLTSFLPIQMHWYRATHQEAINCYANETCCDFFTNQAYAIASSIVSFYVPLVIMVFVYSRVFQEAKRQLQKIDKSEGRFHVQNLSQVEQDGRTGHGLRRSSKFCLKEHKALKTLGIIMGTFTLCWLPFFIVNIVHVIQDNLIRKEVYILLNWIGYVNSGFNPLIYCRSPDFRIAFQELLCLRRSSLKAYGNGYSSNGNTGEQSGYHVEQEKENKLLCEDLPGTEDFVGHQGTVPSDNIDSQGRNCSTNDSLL
TCR activator: activates T cell receptor signaling | primary human leukocytes, anti-CD3, IL-2 HTRF, 48 h | Potency, µM (top dose mostly 9.22 µM), for inactives: at the top dose activation of IL-2 secretion, most hits filed as activators | 330,000 tested, under 10 active; note: % of control where 0% means no effect
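Readout: HTRF IL-2, Eu-cryptate/d2 antibody pair, 320nm excitation, 665nm emission. Stimulus: a-CD3 beads, no co-stimulation. Cells: primary human leukocytes. Exposure: 48 hr with compound.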
p53 reactivation: restores transcriptional activity of mutant p53; H1299 p53-A138V BP100-luciferase reporter, luminescence, 24 h; Potency, µM (doses to about 92.2 µM), for the others: at the highest dose activity change, positive = activation, most hits filed as activators; 0.063% of 320,000 active; AID 504706; note: potency is the fitted concentration of half-maximal effect; % of control where 0% means no effect; nearly all actives have a fitted effect of over 45% in size
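p53-null H1299 cells stably carrying temperature-sensitive p53-A138V and a BP100-luciferase reporter were pinned with compounds (4-point, 1:5 series) and held 24 hrs at 37 deg C. Luminescence was read 10 min after detection reagent.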
Integrin act MD: activates integrin-mediated alleviation for muscular dystrophy. AID 624291. Potency, µM (series often up to 38.3 µM), without a hit: at the highest dose activation, actives largely listed as activators. 0.064% of 350,000 active. alpha7betagal myoblasts, beta-gal FDG fluorescence, 48 h;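 note: potency is the fitted concentration of half-maximal effect; 100% = response of the positive control SU9516; nearly all actives have a fitted effect of over 60% in size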
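alpha7betagal+/- myoblasts (passage 13, 250/well) treated 48 h at 37C with compounds at 1:260 dilution of DMSO stock. Lysed, then beta-galactosidase activity read as FDG fluorescence (ex 480/em 540) after 30 min, with pre-read for autofluorescence.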
MLL CXXC-DNA inh: blocks binding of human MLL CXXC domain to DNA; MLL-CXXC / FITC-HOXA9 DNA fluorescence polarization; Potency, µM (doses to about 115 µM), without a hit: at the top dose activity change, negative = inhibition, actives largely listed as inhibitors; 0.037% of 290,000 active; AID 2662; active = well fitted inhibition curve with a large enough effect in the polarisation, with a control signal flat, not every such curve was filed as active; inconclusive = small, poorly fitted or top-dose-only effect, or effect the other way, or a change in a side signal; inactive = no such curve, though single readings can be large or run the other way; the % refers to the polarisation; note: potency is the fitted concentration of half-maximal effect
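Fluorescence polarization: 7 uM MLL-CXXC (stock) preincubated 5 min with compounds, then 50 nM fluorescein-HOX-A9 DNA (stock) added; 30 min ambient. Buffer 50 mM Tris-HCl pH 7.5, 50 mM NaCl, 1 mM DTT, 0.05% BSA.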
* hit, by the source's call; ? = inconclusive; . = not tested or not shown; [ ] = remark or other dose. Unless noted, calls come from the whole dose curve; as a rule, active = well fitted curve in the direction sought with a large enough effect; inconclusive = small, poorly fitted or top-dose-only effect, or another doubt; inactive = no such curve, though single readings can be large; an effect the other way counts as inactive or inconclusive.

The line under a structure holds: TSG101-PTAP inh	BRCA1 expr up	ELG1 DNA repair	TRPV1 agonist	AT treatment	B2AR arrestin	TCR activator	p53 reactivation	Integrin act MD	MLL CXXC-DNA inh
> O=C(O)C(Cc1ccc(Cl)cc1)NS(=O)(=O)c1ccc(Cl)cc1 (stereo not given)
    -7%	0%	13%	1	0%	0.4%	-1%	24%	0%	-5%
> CC1CCC(NC(=O)Nc2cccs2)CC1 (stereo not given)
    -4%	62%	?	?	-4%	-0.2%	0%	14%	-20%	13%
> Nc1ccn(-c2ccccc2)c(=O)c1
    -1%	17%	4%	2	-3%	-0.1%	3%	-5%	10%	-2%
> O=C(OCCc1cc2ccccc2c(=O)o1)c1cccs1
    -2%	71%	?	20	3%	0.0%	-1%	?	-28%	.
> CCOc1ccc(C(=O)NCc2ccc3c(c2)OCO3)cc1
    -4%	18%	4%	5	-5%	-0.2%	2%	-30%	16%	-2%
> O=C(c1ccc2c(c1)OCO2)N1CCCN(C(=O)c2ccc3c(c2)OCO3)CC1
    -1%	-7%	0%	1	8%	-0.3%	-2%	2%	24%	4%
> CCOc1ccccc1-c1cc(C(=O)Nc2ccc(C(=O)O)cc2)c2ccccc2n1
    -3%	-6%	12%	-1	?	-0.5%	0%	-5%	-10%	25%
> Cc1[nH]n(-c2ccccc2)c(=O)c1N=Nc1c(O)cc(S(=O)(=O)N(C)C)c2ccccc12
    -2%	-54%	4.1µM*	-1	-21%	0.1%	-5%	-12%	-5%	.
> Cn1cc(Br)c(C(=O)NNC(=O)c2cccc(Br)c2)n1
    -5%	16%	18%	3	5%	-0.5%	-2%	1%	1%	0%
> CC(C)CN1CCN(Cc2cn(C)c3ccccc23)CC1CCO (stereo not given)
    0%	-12%	4%	4	-3%	-0.2%	.	.	2%	0%
> NC(=O)CSc1nnc(Cn2c(=O)sc3ccccc32)n1-c1ccccc1
    -1%	0%	0%	-2	7%	-0.5%	-2%[46.1 µM]	11%	0%	0%
> COc1cccc(-c2nnc(N(C)C(=O)c3ccno3)s2)c1
    .	.	?	6	6%	0.5%	.	9%	.	1%
> CCCCCCn1nc(C(=O)N(CC(C)C)c2c(N)n(CCCC)c(=O)[nH]c2=O)c2ccccc2c1=O
    -3%	-27%	?	1	-10%	-0.3%	5%	-5%	-29%	-16%
> CCS(=O)(=O)Nc1cc(C(=O)O)ccc1C
    -1%	-2%	4%	3	1%	-0.1%	-4%	2%	11%	17%
> CCOC(=O)/C(=N/Nc1ccc(C)cc1)S(=O)(=O)c1ccc(Cl)cc1
    1%	?	?	23	1%	-1.3%	5%	?	-24%	-4%
> CCC(c1nnnn1Cc1ccc(OC)cc1)N1CCN(C(=O)c2ccco2)CC1 (stereo not given)
    -1%	-22%	11%	-2	5%	0.1%	4%	0%	?	11%
> CCN(CC)c1ccc(C2C3CCCCC3(O)CCN2CC(=O)Nc2ccccc2)cc1 (stereo not given)
    -8%	0%	?	30	1%	0.0%	-2%	-3%	-17%	-3%
> CCN1C(=O)[C@H]2[C@@H](c3ccc(C)cc3)N3C(=O)N(c4ccc(OC)cc4)C(=O)[C@@]3(CC)[C@H]2C1=O
    -9%	0%	?	-1	8%	0.2%	2%	13%	0%	.
> O=C(CSc1ncccn1)N1CCN(C(=O)CSc2ncccn2)CC1
    -2%	-5%	7%	-2	13%	-0.9%	-3%[46.1 µM]	-4%	13%	6%
> O=C(COC(=O)c1ccccn1)Nc1ccc2c(c1)OCO2
    1%	21%	14%	2	5%	0.0%	0%	13%	25%	9%

Looked up by compound from the entries so far, 2 records:
The line under a structure holds: TSG101-PTAP inh	BRCA1 expr up	ELG1 DNA repair	TRPV1 agonist	AT treatment	B2AR arrestin	TCR activator	p53 reactivation	Integrin act MD	MLL CXXC-DNA inh
> CCN(CC)c1ccc(C2C3CCCCC3(O)CCN2CC(=O)Nc2ccccc2)cc1 (stereo not given)
    -8%	0%	?	30	1%	0.0%	-2%	-3%	-17%	-3%
> CCN1C(=O)[C@H]2[C@@H](c3ccc(C)cc3)N3C(=O)N(c4ccc(OC)cc4)C(=O)[C@@]3(CC)[C@H]2C1=O
    -9%	0%	?	-1	8%	0.2%	2%	13%	0%	.

A different layout for part of the listing above:
Structure	TSG101-PTAP inh	BRCA1 expr up	ELG1 DNA repair	TRPV1 agonist	AT treatment	B2AR arrestin	TCR activator	p53 reactivation	Integrin act MD	MLL CXXC-DNA inh
Cc1[nH]n(-c2ccccc2)c(=O)c1N=Nc1c(O)cc(S(=O)(=O)N(C)C)c2ccccc12	-2%	-54%	4.1µM*	-1	-21%	0.1%	-5%	-12%	-5%	.
Cn1cc(Br)c(C(=O)NNC(=O)c2cccc(Br)c2)n1	-5%	16%	18%	3	5%	-0.5%	-2%	1%	1%	0%
CC(C)CN1CCN(Cc2cn(C)c3ccccc23)CC1CCO (stereo not given)	0%	-12%	4%	4	-3%	-0.2%	.	.	2%	0%
NC(=O)CSc1nnc(Cn2c(=O)sc3ccccc32)n1-c1ccccc1	-1%	0%	0%	-2	7%	-0.5%	-2%[46.1 µM]	11%	0%	0%
COc1cccc(-c2nnc(N(C)C(=O)c3ccno3)s2)c1	.	.	?	6	6%	0.5%	.	9%	.	1%
CCCCCCn1nc(C(=O)N(CC(C)C)c2c(N)n(CCCC)c(=O)[nH]c2=O)c2ccccc2c1=O	-3%	-27%	?	1	-10%	-0.3%	5%	-5%	-29%	-16%
CCS(=O)(=O)Nc1cc(C(=O)O)ccc1C	-1%	-2%	4%	3	1%	-0.1%	-4%	2%	11%	17%

High-throughput results: PubChem, National Center for Advancing Translational Sciences (NCATS)

Random draw from the library; about 3.8% have a hit in one of these screens.
